UBC13 polyUb – UBC13 polyubiquitin chain formation inhibitors, primary screen, biochemical, TR-FRET, uHTS. Ubiquitin-conjugating enzyme E2 N (Homo sapiens), P61088. inhibition, % at 20 µM. 330,000 tested, 0.47% active; in the data active means inhibition above about 45%, passing the limit was not always enough
Target sequence (P61088 whole entry, looked up): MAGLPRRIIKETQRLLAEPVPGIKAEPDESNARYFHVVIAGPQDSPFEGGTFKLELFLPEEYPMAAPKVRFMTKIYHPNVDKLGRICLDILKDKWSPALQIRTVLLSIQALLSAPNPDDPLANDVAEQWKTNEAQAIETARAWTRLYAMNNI
SENP1 inh – human SENP1 catalytic domain inhibitors, primary screen, biochemical, FRET, uHTS; 360,000 tested, 0.21% active; inhibition, % at 10 µM; AID 624204, 2012; recombinant SENP1 catalytic domain, CyPet-SUMO1-YPet FRET cleavage;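 active means inhibition at least 30% at 10 µM, raw YFP signal under a set limit, fluorescence ratio 0.5 to 1.5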;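 further: 0% = enzyme with DMSO and 100% = no enzyme wells; some results filed as inactive read as strong as hits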
Target sequence (Q9P0U3 419-644 limits assumed): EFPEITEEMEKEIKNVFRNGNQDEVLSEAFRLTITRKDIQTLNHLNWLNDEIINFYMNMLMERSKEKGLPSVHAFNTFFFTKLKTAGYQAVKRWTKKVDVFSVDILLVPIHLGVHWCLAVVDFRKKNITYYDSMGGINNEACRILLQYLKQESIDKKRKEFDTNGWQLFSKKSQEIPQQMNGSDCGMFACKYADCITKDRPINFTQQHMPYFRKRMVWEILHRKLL
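Material – human SENP1 catalytic domain · Input – SENP1 enzyme, 20 pM final · Compound dosing – single concentration of 10 µM compound, 0.5% DMSO final · Timing – enzyme reaction for 50 min at room temperature, dark · Measured by – FRET fluorescence in CFP and YFP emission channels · Control set – no-enzyme wells low, DMSO-plus-enzyme wells high control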
SENP6 block – SENP6 protease inhibitors, primary screen, biochemical, luminescence, uHTS. inhibition, % at 10 µM. Recombinant SENP6 catalytic domain, aminoluciferin luminescence. Sentrin-specific protease 6 (Homo sapiens), Q9GZR1. AID 2599, 2010. 330,000 tested, 1.8% active;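 active means inhibition above about 50% at the single tested dose, limit read from the data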;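 further: plate controls were DMSO wells with enzyme for no effect and DMSO wells lacking enzyme for full effect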
SENP7 inh – SENP7 protease inhibitors, primary screen, biochemical, luminescence, uHTS. inhibition, % at 5 µM. recombinant SENP7, Z-RLRGG-aminoluciferin luminescence, 40 min. AID 434973, 2010. Sentrin-specific protease 7 (Homo sapiens), Q9BQF6. 330,000 tested, 1.5% active;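 active means inhibition above about 50% at the single test dose, limit read from the data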;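 further: plate controls were DMSO with enzyme for no effect and no enzyme buffer wells for full effect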
Target sequence (Q9BQF6 706-1050 limits assumed): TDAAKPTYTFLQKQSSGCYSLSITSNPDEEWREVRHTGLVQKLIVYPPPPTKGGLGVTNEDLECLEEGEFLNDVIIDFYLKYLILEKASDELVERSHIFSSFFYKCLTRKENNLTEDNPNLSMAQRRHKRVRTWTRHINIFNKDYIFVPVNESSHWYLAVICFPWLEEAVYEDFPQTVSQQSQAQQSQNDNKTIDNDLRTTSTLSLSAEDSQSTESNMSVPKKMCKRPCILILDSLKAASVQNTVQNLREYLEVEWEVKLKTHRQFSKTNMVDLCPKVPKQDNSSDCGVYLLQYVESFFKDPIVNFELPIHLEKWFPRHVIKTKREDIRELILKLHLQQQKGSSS
Apaf1 inhib – inhibitors of human Apaf-1 apoptosome, primary screen, biochemical, DEVD-Rh110 fluorescence, uHTS; Apoptotic protease-activating factor 1 (Homo sapiens), O14727; reconstituted apoptosome caspase-3 activity; inhibition, % at 20 µM; 330,000 tested, 0.71% active; AID 489030, 2010; active means inhibition of at least 40% at 20 µM;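 further: plate controls were DMSO wells for no effect and DEVD-CHO caspase inhibitor wells for full effect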
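Material: cell-free apoptosome with Apaf-1, procaspase-3 and caspase-9; Buffer or medium: Hepes pH 7.5 with detergent and BSA; Reagent: cytochrome c trigger plus (Z-DEVD)2-Rh110 caspase-3 substrate; Times: compound with Apaf-1, dATP, procaspase-3 30 min, then 50 min reaction, room temperature; Technique: Rh110 fluorescence intensity.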
SENP8 block-1 – human SENP8 protease inhibitors, primary screen, biochemical, fluorescence, Nedd8 protein substrate, uHTS | Sentrin-specific protease 8 (Homo sapiens), Q96LD8 | 360,000 tested, 0.64% active | inhibition, % at 20 µM | recombinant SENP8 | AID 602440, 2012; in the data active means inhibition mostly above about 40%, no sharp cut-off; inactive means mostly below about 27%
Target sequence (Q96LD8 whole entry, looked up): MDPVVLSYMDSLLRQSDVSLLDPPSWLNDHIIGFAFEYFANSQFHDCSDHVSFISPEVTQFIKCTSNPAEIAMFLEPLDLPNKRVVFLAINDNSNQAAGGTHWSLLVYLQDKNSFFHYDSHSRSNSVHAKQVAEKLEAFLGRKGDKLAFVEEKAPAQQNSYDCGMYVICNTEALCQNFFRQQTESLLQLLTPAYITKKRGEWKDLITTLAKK
SENP8 block-2 – SENP8 protease inhibitors, primary screen, biochemical, luminescence; Sentrin-specific protease 8 (Homo sapiens), Q96LD8; inhibition, % at 10 µM; purified SENP8, Z-RLRGG-aminoluciferin cleavage; AID 2540, 2010; 330,000 tested, 1.2% active; in the data active means inhibition above about 50%
A3G deaminase – APOBEC3G DNA deaminase inhibitors, primary screen, biochemical, fluorescence, single-stranded DNA substrate, uHTS; 330,000 tested, 0.28% active; AID 493012, 2011; recombinant A3G, ssDNA deamination FAM/TAMRA fluorescence; DNA dC->dU-editing enzyme APOBEC-3G (Homo sapiens), Q9HC16; inhibition, % at 20 µM;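 active means inhibition of at least 40% at 20 µM, with no more than 30% in the related APOBEC3A deaminase screen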;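 further: plate controls were DMSO wells with A3G for no effect and wells lacking A3G enzyme for full effect; some compounds called inactive have numbers as strong as hits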
Numbers without * were called inactive. Compounds as they come (roughly 3.6% active in at least one column).

structure	UBC13 polyUb	SENP1 inh	SENP6 block	SENP7 inh	Apaf1 inhib	SENP8 block-1	SENP8 block-2	A3G deaminase
CCOc1ccc2oc(C(=O)N(CC)CC(=O)Nc3ccc(NC(C)=O)cc3)c(C)c2c1	-11	-11	-5	3	15	-36	-9	-7
COC(=O)c1cc(NC(=O)CSc2nnc(CN3CCOCC3)n2C)ccc1Cl	6	2	11	13	0	-1	7	4
CC(C)c1nc(NCCO)c2nnn(Cc3ccccc3)c2n1	0	-2	-7	2	4	6	4	-6
COC1=CC(=Cc2c(N)n3nc(CC(=O)N4CCOCC4)sc3nc2=O)C=C(OC)C1=O	-198	-22	-4	0	8	13	12	7
CC(C)OCCCNC(=O)c1cccs1	2	2	-13	4	-19	9	1	-4
CCN(CC)c1ccc(NC(=O)/C=C/c2cc(Br)ccc2OC)cc1	-18	12	-50	-4	17	40	-10	-5
COc1ccc(-n2nc3c(c2NC(=O)c2cc4ccccc4o2)CS(=O)(=O)C3)cc1	-5	-2	-18	1	-9	7	1	-11
O=C(CCC(=O)N1CCOCC1)Nc1ccc(Cl)c(Cl)c1	3	3	-3	-9	2	-2	1	-1
O=C(Nc1ccc(NS(=O)(=O)c2ccc([N+](=O)[O-])cc2)cc1)c1ccco1	-20	1	0	-1	-1	11	2	2
CC(C)N(C)C1CCN(C(=O)Nc2ccc(Cl)c(Cl)c2)CC1	16	-1	14	-3	-1	8	7	14
O=S1(=O)CC2SC(=S)N(c3ccccc3)C2C1 (configuration not stated)	3	2	-1	4	-26	11	5	-5
CCOC(=O)c1c(NC(=O)c2cc(-c3ccc(O)cc3)on2)sc(C(C)=O)c1C	-1	31*	4	-9	7	-132	16	6
Cc1cc2cc(CNC(=O)C3CC3)ccc2n1C	37	-16	11	3	0	-54	-1	-6
COc1n[nH]c(C(=O)Nc2cc(F)ccc2C)c1[N+](=O)[O-]	-17	2	-10	-4	-9	13	-16	-3
CN(C(=O)c1cccc(S(=O)(=O)N2CCCCC2)c1)C1CCS(=O)(=O)C1 (configuration not stated)	-2	-1	5	-2	5	11	7	-2
CC(=O)c1cccc(NC(=O)N2CCCC2C(=O)Nc2cccc(C)c2)c1 (configuration not stated)	-7	1	-8	-3	7	42*	-8	-5
COc1ccc(S(=O)(=O)N2CCCCC2)cc1NC(=O)CN1CCN(C(C)=O)CC1	-5	-3	-32	-9	4	12	-4	-6
CCCCC(=O)NC1=C(C(=O)OC)SCC1	-10	0	13	8	11	-30	0	-2
CCc1ccc(/C(C)=N/NC(=O)c2ccccn2)cc1	-8	-1	-11	7	2	5	-2	-11
CCc1nonc1NC(=O)c1oc2ccc(Cl)cc2c1C	-4	1	-5	-7	-8	7	-3	-8
O=C(CSc1nc(-c2ccccc2)nc2c1CCCC2)N1CCOCC1	1	3	-18	-6	6	26	-2	-4
CNc1oc(/C=C/c2ccccc2)nc1C#N	16	-155	38	29	14	-392	16	4
O=C(COc1ccc(F)cc1)N1CCCc2ccccc21	3	-1	-2	-5	-6	9	-4	0
O=S(=O)(NC(=NC1CCCCC1)c1ccccc1)c1ccccc1	1	3	-5	-7	-1	1	7	-7
O=C(c1ccco1)N1CCN(c2ncnc3c2cnn3-c2ccccc2)CC1	2	3	11	1	0	10	-7	-4
Cc1ccc(NS(=O)(=O)c2ccc(CCC(=O)NC3CC3)cc2)cc1	12	-1	-19	-1	-11	2	-2	-7
CC(=NCCCn1ccnc1)c1c(-c2ccccc2)[nH]n(-c2nc3ccccc3s2)c1=O	-2	-1	-23	-5	22	-5	-8	-2
CC1(C)Oc2ccc3ccc(=O)oc3c2/C(=C/Nc2cccc(O)c2)C1=O	6	-13	12	7	18	7	3	8
O=C(Oc1ccc2c(c1)OCC2=O)c1ccc(Cl)cc1	-3	5	-52	-16	2	9	-24	-2
CCCn1c(=S)[nH]c2cc(Cl)ccc21	16	1	1	-3	-13	26	-5	-11

A portion from further up:
structure	UBC13 polyUb	SENP1 inh	SENP6 block	SENP7 inh	Apaf1 inhib	SENP8 block-1	SENP8 block-2	A3G deaminase
CCc1ccc(/C(C)=N/NC(=O)c2ccccn2)cc1	-8	-1	-11	7	2	5	-2	-11
CCc1nonc1NC(=O)c1oc2ccc(Cl)cc2c1C	-4	1	-5	-7	-8	7	-3	-8
O=C(CSc1nc(-c2ccccc2)nc2c1CCCC2)N1CCOCC1	1	3	-18	-6	6	26	-2	-4
CNc1oc(/C=C/c2ccccc2)nc1C#N	16	-155	38	29	14	-392	16	4
O=C(COc1ccc(F)cc1)N1CCCc2ccccc21	3	-1	-2	-5	-6	9	-4	0
O=S(=O)(NC(=NC1CCCCC1)c1ccccc1)c1ccccc1	1	3	-5	-7	-1	1	7	-7
O=C(c1ccco1)N1CCN(c2ncnc3c2cnn3-c2ccccc2)CC1	2	3	11	1	0	10	-7	-4
Cc1ccc(NS(=O)(=O)c2ccc(CCC(=O)NC3CC3)cc2)cc1	12	-1	-19	-1	-11	2	-2	-7
CC(=NCCCn1ccnc1)c1c(-c2ccccc2)[nH]n(-c2nc3ccccc3s2)c1=O	-2	-1	-23	-5	22	-5	-8	-2
CC1(C)Oc2ccc3ccc(=O)oc3c2/C(=C/Nc2cccc(O)c2)C1=O	6	-13	12	7	18	7	3	8
O=C(Oc1ccc2c(c1)OCC2=O)c1ccc(Cl)cc1	-3	5	-52	-16	2	9	-24	-2
CCCn1c(=S)[nH]c2cc(Cl)ccc21	16	1	1	-3	-13	26	-5	-11

Remaining list, next part:
structure	UBC13 polyUb	SENP1 inh	SENP6 block	SENP7 inh	Apaf1 inhib	SENP8 block-1	SENP8 block-2	A3G deaminase
COc1cccc(OC)c1-c1nn(-c2ncc(C(F)(F)F)cc2Cl)c(=O)o1	5	1	4	9	2	2	4	1
COc1ccc(C)cc1NC(=O)CSc1ccc(-c2ccco2)nn1	-4	0	-2	-8	4	6	-6	-2
O=S(=O)(c1ccccc1)[C@@]1(c2ccc(Br)cc2)C[C@@H]2ON=C(c3ccccc3)[C@@H]2C1	-7	4	-1	7	16	13	-5	-8
O=C(COc1ccccc1[N+](=O)[O-])Nc1ccc2c(c1)OCO2	-7	1	-16	3	-6	4	-5	-8
N#CCCN(CCC#N)C(=O)C1c2ccccc2Oc2ccccc21	1	-1	6	-7	-7	-19	-10	-8
COc1ccc(CCC(=O)NC2=NCCS2)cc1OC	6	3	5	4	-6	25	1	-3
CCc1ccc(N2C(=O)CC(c3ccc(F)cc3)C3=C2COC3=O)cc1 (configuration not stated)	-2	0	-21	-2	7	12	-14	-5
O=C(Cn1cnc2c(nnn2Cc2ccccc2)c1=O)N1CCN(c2ccccc2)CC1	-7	2	-2	3	-6	8	8	2
Cc1ccc(CNC(=O)C2c3ccccc3C(=O)N3CCc4ccccc4C23)o1 (configuration not stated)	16	-14	4	0	21	-82	-2	-3
COc1ccc(N=c2oc3ccc(OC)cc3cc2-c2nc3ccccc3[nH]2)cc1	-7	-17	-4	-1	0	-354	-2	0
O=C(NN=C1CCCC1)c1sc2ccccc2c1Cl	-9	2	-29	4	2	8	-7	-7
Cc1cc(CN(C)C(=O)c2cc(COc3ccc(C)c(C)c3)on2)on1	0	0	8	-9	16	7	-6	-7
Fc1ccc(CNCc2cccc(Br)c2)cc1	13	0	0	8	3	18	0	-1
CCOc1ccc(NC(=O)CC2CC(C)(C)OC2=O)cc1 (configuration not stated)	7	-2	-2	0	-3	23	-4	0
CCN(CC)C(=O)C(=O)N/N=C/c1ccc(C(=O)O)cc1	3	1	-6	4	5	30	0	0
COc1ccc(/C=C(/NC(=O)c2ccccc2)C(=O)N2CCCC2)cc1	2	0	14	3	4	-3	4	-4
COc1ccc(N(CC(=O)Nc2cccc(C(F)(F)F)c2)S(=O)(=O)c2c(C)[nH]c(=O)[nH]c2=O)cc1	-8	0	-8	9	3	-1	-7	-7
Cc1ccc(/C=C(\NC(=O)c2ccccc2)C(=O)NCCN2CCOCC2)o1	-12	0	-19	8	-2	7	-8	-6
Cc1onc(-c2ccccc2Cl)c1C(=O)NCCn1ccc2ccccc21	8	-3	12	0	8	4	2	-8
CS(=O)(=O)Nc1ccc(C2=NN(C(=O)c3ccco3)C(c3cccc(F)c3)C2)cc1 (configuration not stated)	-7	-1	-15	-11	21	-75	-7	-10
COc1cccc2sc(Nc3nnc(-c4ccc(F)cc4)o3)nc12	-29	-51	75*	43	21	-411	44	10
COc1ccccc1CN1CC(C(=O)NCCc2ccc(C)o2)CCC1=O (configuration not stated)	11	-11	-3	3	-16	10	-5	-7
Cc1ccc2c(cnn2C(=O)CCC(=O)NCc2ccccc2Cl)c1	-8	-1	-8	17	17	11	-7	-11
CCCn1c(SCC#N)nc2c(c1=O)C1(CCCC1)Cc1ccccc1-2	10	-3	-5	1	23	-18	5	3
CCn1c(SCC(=O)Nc2ccc3c(c2)c2ccccc2n3CC)nnc1-c1ccco1	13	10	-21	16	24	-31	-4	4
Cc1cccc(N=C/C(C(=O)C(F)(F)F)=C(\O)c2ccco2)c1	2	-63	77*	83*	0	-135	28	-7
N#Cc1ccc(Oc2nc(Nc3ccc(F)cc3)nc(N3CCCC3)n2)cc1	2	1	-4	-2	1	20	11	-7
OCCN1CCN(Cc2cc(Br)cc(Br)c2O)CC1	5	1	-16	4	-24	5	-2	-9
COCC1CCCCN1C(=O)c1ccc2oc(CCc3ccccc3)nc2c1 (configuration not stated)	-4	0	9	-6	14	6	-11	-11
COc1ccc(-n2c(=S)[nH]c3cc(C(=O)NCCCN4CCCC4=O)ccc3c2=O)cc1OC	-18	-1	-12	-11	11	15	-2	-5
COc1ccc(NC(=O)C(C)N2c3cccc4cccc(c34)S2(=O)=O)c(OC)c1 (configuration not stated)	3	-1	4	6	8	-67	1	-11
OCCN1CCN(CC(O)COCc2ccc3c(c2)OCO3)CC1 (configuration not stated)	4	0	-10	0	3	14	7	-8

Screening results as filed in PubChem BioAssay.
